ST2 IL33 inh = IL1RL1 inhibition. AlphaLISA ST2-Fc/biotin-IL-33 interaction, 1 h. inhibition, % for hits at 17 µM. 78,000 tested, 2.3% active. AID 1259354; in the data active = inhibition above about 30%; inconclusive = mostly about 10% to 28%
Target sequence (Q01638 whole entry, looked up): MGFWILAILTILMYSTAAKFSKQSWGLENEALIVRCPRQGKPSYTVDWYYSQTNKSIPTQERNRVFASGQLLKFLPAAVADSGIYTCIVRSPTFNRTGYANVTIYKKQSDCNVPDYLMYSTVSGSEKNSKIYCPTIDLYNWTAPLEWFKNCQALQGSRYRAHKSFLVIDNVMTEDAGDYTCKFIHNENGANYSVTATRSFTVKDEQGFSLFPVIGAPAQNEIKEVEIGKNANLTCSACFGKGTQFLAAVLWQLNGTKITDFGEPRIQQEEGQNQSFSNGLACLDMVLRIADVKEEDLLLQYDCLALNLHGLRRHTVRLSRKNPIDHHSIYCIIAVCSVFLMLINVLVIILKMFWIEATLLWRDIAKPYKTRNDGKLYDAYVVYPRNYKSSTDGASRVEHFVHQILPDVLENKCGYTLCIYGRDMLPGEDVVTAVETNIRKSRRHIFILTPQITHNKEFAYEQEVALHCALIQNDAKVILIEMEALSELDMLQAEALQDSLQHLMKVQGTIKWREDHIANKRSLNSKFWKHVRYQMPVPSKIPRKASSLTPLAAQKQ
The depositor's hits bear a star; i = inactive; ? = inconclusive.

SMILES | ST2 IL33 inh
C=CCSC1=C(C#N)C(c2ccc(OCc3ccccc3)cc2)CC(=O)N1 (stereo not given) | i
C=C(C)CN(CC)C(=O)CC1C(=O)NCCN1CC1CCCCC1 (stereo not given) | ?
CCOc1ccccc1NC(=O)CN(C)S(=O)(=O)c1ccc(Br)cc1 | i
CCOC(=O)C1(Cc2ccc(F)cc2)CCCN(C(=O)c2ccco2)C1 (stereo not given) | i
Cc1n[nH]c(C)c1S(=O)(=O)N1CCC(C(=O)N2CCCC(C)C2)CC1 (stereo not given) | ?
O=C(CC1CCCCC1)NCC1CCCO1 (stereo not given) | i
CC(=O)Cn1c(Br)nc2c1c(=O)n(C)c(=O)n2C | i
O=C(NCCc1c[nH]c2ccccc12)c1cccn2c(=O)c3sccc3nc12 | i
NC(=O)[C@H](Cc1cccs1)NC(=O)C1=C[C@@H](NC(=O)c2ccc(F)c(Cl)c2)[C@@H](O)[C@H](O)C1 | i
C/C=C/c1ccc(OCCOc2ccc(C=O)cc2OC)c(OC)c1 | i
CCSC1=C(C#N)C(c2ccc(C)cc2)C(C(=O)OC)C(=O)N1 (stereo not given) | i
CCN(CC)[C@H]1[C@@H]2OC[C@@H](O2)[C@@H](NC(=O)NC2CCCCC2)[C@@H]1O | i
CCOc1cc(/C=C2/NC(=O)NC2=O)cc(Cl)c1OCC | i
CSc1ccc(S(=O)(=O)NC2CCCCC2)cc1 | i
COCC(=O)N[C@H]1C[C@H]2C(=O)NC[C@@H](CCC(=O)N3CCN(c4ccccn4)CC3)N2C1 | 51%*
CCN(C)C(=O)c1ccc(N2C[C@H]3CC=CC[C@H]3C2)nc1 | ?
O=C1C2C(C(=O)N1c1ccccc1Cl)[C@H]1C=C[C@@H]2CC1 (stereo not given in full) | i
c1ccc(CN2CCC[C@H]2c2nc(-c3ccc(OC4CCCCC4)nc3)no2)cc1 | i
COc1ccc(N2CCN(C(=O)c3ccc(CS(=O)(=O)c4ccc(OC)cc4)o3)CC2)cc1 | i
NCCc1cccc(-c2cc(NCc3ccccn3)nc3[nH]ccc23)c1 | 35%*
CN(Cc1n[nH]c(=O)n1CC1CCCCC1)S(C)(=O)=O | i
COc1cc(C(=O)O/N=C2\CCSc3ccccc32)cc(OC)c1OC | ?
O=C(Nc1ccccc1Br)c1cnccn1 | i
Cn1c(C(=O)Nc2nccs2)cc2c(=O)n3ccccc3nc21 | i
Cc1ccc(-c2ccc(=O)n(CC(=O)O)n2)cc1 | i
COc1cc2c(C(=O)N3CCN(C)CC3)cn(CC(C)C)c(=O)c2cc1OC | i
CCCc1nc2c(=O)[nH]c3ccccc3c2o1 | i
COc1ccc(O)c(CN2CCCCC2)c1 | i
N#CCSC1=Nc2ccccc2C2=NC(CCC(=O)NCc3cccs3)C(=O)N12 (stereo not given) | i
CCN(CC)CCNC(=O)c1cc([N+](=O)[O-])c(N(C)C)cc1OC | i
COc1ccc(S(=O)(=O)Nc2ccccc2Br)cc1OC | i
Cc1oc2cc(Br)c(OC(=O)C(C)(C)C)cc2c1C(=O)OC(C)C | ?
CCc1ccc(S(=O)(=O)N2CCSC2c2ccc(Br)cc2)cc1 (stereo not given) | i
CC1CCN(C(=O)COc2ccc3c(c2)C(=O)CC(C)(C)O3)CC1 | i
COc1ccc(N(C(C)=O)C2C=CS(=O)(=O)C2)c(OC)c1 (stereo not given) | ?
COCCn1c(CN2CCOCC2)nc2c1c(=O)[nH]c(=O)n2C | i
Cc1ccc(C(=O)NCc2ccccc2)cc1S(=O)(=O)N1CCCC1 | ?
CCOc1ccc(C2CC(c3ccccc3Cl)n3nc(N)nc3N2)cc1 (stereo not given) | i
Cc1cccc(=O)n1CCC(=O)N1CC[C@@](C)(O)[C@@H](Cc2ccccc2)C1 | i
Cc1cc(F)ccc1NC(=O)c1ccccc1 | i
COc1cc(C2C(C#N)=C(N)OC3=C2C(=O)CCC3)cc(OC)c1OC (stereo not given) | i
Oc1ccc(/C=C/c2nc(-c3ccccc3O)n(-c3ccccc3)n2)c(O)c1 | ?
Cn1ccnc1SCC(=O)Nc1ccc(S(N)(=O)=O)cc1 | i
Cc1[nH]nc2c1C(c1ccc3ccccc3c1)CC(=O)N2 (stereo not given) | i
O=C(c1ccccc1N1CCS(=O)(=O)CC1)N1CCC2(CCCO2)CC1 | ?
CCOc1ccc(C2CC(=O)N2C2(C(=O)Nc3ccc(C)cc3)CCCCC2)cc1OC (stereo not given) | ?
N/C(Cc1ccc([N+](=O)[O-])cc1)=N/OC(=O)c1cccs1 | ?
O=C(NC1(C(F)(F)F)Oc2ccc(Cl)cc2O1)N1CCCCCC1 (stereo not given) | i
O=C(CC1COCCN1)NCCCn1ccnc1 (stereo not given) | ?
Fc1ccc(CSc2nnc(COc3ccc4c(c3)CCCC4)o2)cc1 | i
O=C(Nc1nnc(N=Cc2ccccc2)s1)c1cccc([N+](=O)[O-])c1 | i
Cc1cc(=O)[nH]c(SCC(=O)Nc2cc(C(F)(F)F)ccc2Cl)n1 | i
O=C(CN1C(=O)S/C(=C\c2ccc(Cl)cc2)C1=O)Nc1cccnc1 | ?
O=C(NCc1ccco1)c1cc(-c2ccc(Br)cc2)on1 | i
Cc1ccccc1NC(=O)CC(=O)N1C[C@H](OC(C)C)[C@@H](O)C1 | i
CCOc1ccc(NC(=O)C2c3cc(OC)c(OC)cc3C(=O)N(C)C2c2cccs2)cc1 (stereo not given) | i
Cc1ccc(Nc2ncnc3[nH]ncc23)cc1 | i
COc1ccc(NC2CS(=O)(=O)CC2OC(=O)c2ccccc2)cc1 (stereo not given) | i
O=C(NC1CCCC1)c1ccc(CS(=O)(=O)c2c(Cl)cccc2Cl)o1 | ?
COc1ccc(C(=O)N(c2ccc(F)cc2)C2C=CS(=O)(=O)C2)cc1OC (stereo not given) | ?

Next section (five carried over from the part before).
SMILES | ST2 IL33 inh
CCOc1ccc(NC(=O)C2c3cc(OC)c(OC)cc3C(=O)N(C)C2c2cccs2)cc1 (stereo not given) | i
Cc1ccc(Nc2ncnc3[nH]ncc23)cc1 | i
COc1ccc(NC2CS(=O)(=O)CC2OC(=O)c2ccccc2)cc1 (stereo not given) | i
O=C(NC1CCCC1)c1ccc(CS(=O)(=O)c2c(Cl)cccc2Cl)o1 | ?
COc1ccc(C(=O)N(c2ccc(F)cc2)C2C=CS(=O)(=O)C2)cc1OC (stereo not given) | ?
Cc1nsc(NC(=O)NC2CCc3ccccc3C2)n1 (stereo not given) | i
O=C(CNC(=O)c1cccs1)NCc1ccco1 | i
COc1ccc(-n2nc3cc(C)c(NC(=O)c4ccc(Cl)c([N+](=O)[O-])c4)cc3n2)cc1 | i
COc1ccc(/C=C2\Sc3ccccc3N(CC(=O)NC3CCCC(C)C3C)C2=O)cc1 (stereo not given) | ?
COc1ccc(-c2cc(C(F)(F)F)n3nc(C(=O)N4CCCCC4)c(Cl)c3n2)cc1OC | i
O=C(COc1ccccc1)N1CCN=C1SCc1c(F)cccc1Cl | i
CCN1CCN(C(=O)c2cccc(NC(=O)C3CCCC3)c2)C(C)C1=O (stereo not given) | i
Cc1ccc(-c2noc(CCC(=O)Nc3nc4ccccc4s3)n2)cc1 | i
CN1CC2(CCCN(C(=O)CCc3ccccn3)CC2)OC1=O (stereo not given) | ?
CCOc1ccc(C(=O)NCc2nc3cccnc3n2Cc2ccc(C)cc2)cc1 | i
O=C1CSC(c2cccc(Cl)c2Cl)N1c1cccc(F)c1 (stereo not given) | i
CN1CCCn2nc(C(=O)NCCSc3nnnn3C)cc2C1 | ?
Cc1nc2sc(C(c3ccccc3)N3CC(C)OC(C)C3)c(O)n2n1 (stereo not given) | i
O=C(c1cnn2c(C(F)(F)F)cc(-c3ccco3)nc12)N1CCc2ccccc2C1 | i
COc1ccc2nc(N3CCCC3C(=O)NCc3ccc(Cl)s3)nc(C)c2c1 (stereo not given) | ?
O=C(c1ccc(-n2ccnc2)cc1)N1CC(c2ccccn2)C1 | ?
CCC(=O)N[C@@H]1c2ccccc2C2(CCN(Cc3cnc(-c4ccccc4C)nc3)CC2)[C@H]1OC | ?
COc1ccc(NC(=O)N[C@H]2[C@H](O)[C@@H](N3CCN(c4ccccc4OC)CC3)[C@@H]3OC[C@H]2O3)cc1 | i
CCCOC(=O)C1C2C=CC3(CN(c4ccccc4CC)C(=O)C13)O2 (stereo not given) | i
CCC1CN(CCN2CCCC2=O)CCC(=O)N1Cc1ccccc1 (stereo not given) | ?
O=C(COc1ccc([N+](=O)[O-])cc1)Nc1ccc(I)cc1Cl | i
CCC(=O)N1CCc2cc(Br)cc(S(=O)(=O)N3CCN(c4ccccc4)CC3)c21 | i
COCCNS(=O)(=O)c1c(C)cc(C)cc1C | ?
O=C1NCC2(CCCN(c3nnnn3-c3ccccc3)CC2)O1 (stereo not given) | i
CC(C)N1CCNC(=O)C1CC(=O)NC1(CN2CCOCC2)CCCC1 (stereo not given) | i
CC(=O)c1ccc(NC(=O)c2cc(-c3ccc(Cl)c(Cl)c3)on2)cc1 | i
Cc1ccc(OCC(=O)Nc2cccc(NC(=O)c3ccco3)c2)cc1C | i
COc1ccccc1-c1cc(C(F)(F)F)nc(NCc2cccs2)n1 | i
CCOc1ccc(OCC)c(S(=O)(=O)N2CCN(c3nc(C)cc(N4CCCCC4)n3)CC2)c1 | ?
CCOc1ccc(N2C(=O)Nc3ccccc3C2(O)C(=O)NC2CC2)cc1 (stereo not given) | i
NC(=O)c1cc(NC(=O)c2ccc([N+](=O)[O-])cc2)c(Cl)cc1Cl | i
COCCN(Cc1ccc(C)cc1)Cc1nn(C)cc1Cl | i
O=C(NCC1CCCN(Cc2ccc3c(c2)OCCO3)C1)c1ccco1 (stereo not given) | i
CC(C)(C)C1=CC(=NS(=O)(=O)c2ccc(F)cc2)C=C(C(C)(C)C)C1=O | ?
O=C1CCCC2=C1C(c1ccc(OCc3ccc(C(=O)O)cc3)cc1)C1=C(CCCC1=O)O2 | i
Cc1cc(Cl)ccc1C(=O)C1CCCN(C(=O)/C=C/c2cnc[nH]2)C1 (stereo not given) | i
CC(CC(=O)n1nnc2ccccc21)c1ccccc1 (stereo not given) | i
CC(=O)Nc1nc(C)c(-c2csc(Nc3ccc(Br)cc3)n2)s1 | i
CN1CCN(C(=O)c2ccc(-c3ccccc3)cc2)CC1 | i
COc1ccccc1NC(=O)c1cc2c(=O)n3cccc(C)c3nc2n1C | i

In the list so far, two have a COOH group:
SMILES | ST2 IL33 inh
Cc1ccc(-c2ccc(=O)n(CC(=O)O)n2)cc1 | i
O=C1CCCC2=C1C(c1ccc(OCc3ccc(C(=O)O)cc3)cc1)C1=C(CCCC1=O)O2 | i

Additional records
SMILES | ST2 IL33 inh
CCc1nc(N2CCC(C)CC2)c(C#N)c2c1COC(C)(C)C2 | i
CN(Cc1cccc(C(=O)Nc2ccc(F)cc2F)c1)Cc1ccno1 | ?
COc1cccc(-n2c(=O)c3sccc3n(CC(=O)N3CCCc4ccccc43)c2=O)c1 | i
Cn1c(=O)cc(SCC(=O)N2CCN(C(=O)c3ccco3)CC2)c2ccccc21 | i
CCCOC(=O)CSC1=C(C#N)C(c2ccc(Cl)cc2)CC(=O)N1 (stereo not given) | i
CC1CC(C)CN(C(=O)CNS(=O)(=O)c2ccc(Br)s2)C1 (stereo not given) | i
N=C1c2ccccc2CN1CC(=O)c1ccc2c(c1)OCCO2 | ?
O=C(c1ccc(-n2cnnc2)cc1)N1CC=C(c2ccccc2)CC1 | i
C[C@H]1CC(=O)C2=C(C1)C(O)C(O)[C@@]1(O)[C@H]2C(=O)c2cccc(O)c2[C@@H]1O (stereo not given in full) | i
O=C(O)c1ccc(CSc2nc3ccccc3o2)cc1 | ?
Cc1ccc2c(c1)N(CCC(=O)NCc1cccnc1)C(=O)C(C)O2 (stereo not given) | i
CC(=O)c1ccc(NC(=O)C(CC(C)C)N2C(=O)c3ccccc3C2=O)cc1 (stereo not given) | ?
O=c1c(-c2ccccc2CN2CCOCC2)ccc2n1C[C@H]1C[C@@H]2CN(S(=O)(=O)c2cccs2)C1 | i
COc1ccc(C2=NN(S(=O)(=O)c3ccc(C)cc3)C(c3ccccc3OC)C2)cc1OC (stereo not given) | i
CCOC(=O)c1sc2ncnc(NCc3ccc(F)cc3)c2c1C | i
COc1ccc(-n2ncc3c2CC(C)(C)CC3NC(=O)c2cnsn2)cc1 (stereo not given) | i
CCC1Oc2ccccc2N(Cc2ccc(Cl)cc2)C1=O (stereo not given) | i
Cc1occc1C(=O)N(C)CC1CCCN(CCc2ccccc2F)C1 (stereo not given) | ?
Cc1cc(C)cc(-n2c(CN3CCN(C(=O)NCc4cccc(F)c4)CC3)nc3cccnc32)c1 | i
Cc1ccc(-c2nc3cnccn3c2Nc2ccc(C(C)C)cc2)o1 | ?

3 entries from above, as a markdown table.
| Compound | ST2 IL33 inh |
| --- | --- |
| CCN1CCN(C(=O)c2cccc(NC(=O)C3CCCC3)c2)C(C)C1=O (stereo not given) | i |
| Cc1ccc(C(=O)NCc2ccccc2)cc1S(=O)(=O)N1CCCC1 | ? |
| CCOc1ccc(OCC)c(S(=O)(=O)N2CCN(c3nc(C)cc(N4CCCCC4)n3)CC2)c1 | ? |

Other results:
SMILES | ST2 IL33 inh
Cc1c(NC(=O)CCSc2ccc(Cl)cc2)c(=O)n(-c2ccccc2)n1C | i
CC(=O)Oc1ccc(NC(=O)CC2SC(=Nc3ccccc3)N(c3ccccc3)C2=O)cc1 (stereo not given) | ?
C#CCCCCCCCCCCCC(CC(O)CO)OC(C)=O (stereo not given) | i
O=C1CCc2cc(S(=O)(=O)N3CCN(Cc4ccc5c(c4)OCO5)CC3)ccc2N1 | ?
Cc1cc(C)c(S(=O)(=O)Nc2ncccn2)c(C)c1 | i

Reformatted in markdown: entries from further up.
| Molecule | ST2 IL33 inh |
| --- | --- |
| C#CCCCCCCCCCCCC(CC(O)CO)OC(C)=O (stereo not given) | i |
| O=C1CCc2cc(S(=O)(=O)N3CCN(Cc4ccc5c(c4)OCO5)CC3)ccc2N1 | ? |
| Cc1cc(C)c(S(=O)(=O)Nc2ncccn2)c(C)c1 | i |

Only part of the results is shown (hit frequency here may not be typical).
